GLP1R ag – qHTS of GLP-1 Receptor Agonists; HEK293 GLP-1R CRE-luciferase, luminescence, 4-6 h; cells express a hypersensitive GLP-1R form; Potency, µM (top dose mostly 45.6 µM), inactives show at the highest dose activation, usual class: activators; 0.007% of 380,000 active; AID 624172, 2012; also: potency is read from the fitted curve at half-maximal effect; % of control where 0% means no effect
Target sequence (P43220 whole entry, looked up): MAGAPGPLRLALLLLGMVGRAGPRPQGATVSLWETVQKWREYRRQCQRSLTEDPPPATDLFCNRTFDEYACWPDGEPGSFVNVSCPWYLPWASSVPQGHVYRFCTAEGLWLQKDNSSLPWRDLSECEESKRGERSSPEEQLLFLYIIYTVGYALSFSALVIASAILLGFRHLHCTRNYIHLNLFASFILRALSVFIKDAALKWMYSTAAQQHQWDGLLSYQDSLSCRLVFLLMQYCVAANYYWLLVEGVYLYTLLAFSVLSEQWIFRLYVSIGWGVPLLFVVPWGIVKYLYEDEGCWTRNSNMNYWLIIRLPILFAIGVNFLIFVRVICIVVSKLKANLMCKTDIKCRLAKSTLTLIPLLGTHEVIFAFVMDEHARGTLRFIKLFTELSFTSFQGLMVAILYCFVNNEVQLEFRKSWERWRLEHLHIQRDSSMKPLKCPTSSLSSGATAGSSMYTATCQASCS
HEK293 tox – qHTS of GLP-1 Receptor Inverse Agonists: Cytotox Screen. HEK293 cAMP-luciferase reporter cells, luminescence, 24 h. Potency, µM (top dose mostly 38.3 µM), without a hit: top-dose activity change, negative = inhibition, hits mostly inhibitors. 0.13% of 410,000 active. AID 624418, 2012;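 also: loss of luciferase light is scored as toxicity; potency is read from the fitted curve at half-maximal effect; % is scaled to controls: 0 for no effect and ±100 for the full control effect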
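Here, cytotoxicity is scored as loss of luminescence. The MLSMR collection was tested on cells seeded in medium containing 10% Nu serum, with a 24 hr compound exposure preceded by 12 hours of culture.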
GLP1R inv ag – qHTS of GLP-1 Receptor Inverse Agonists (Inhibition Mode); 1.6% of 410,000 active; Glucagon-like peptide 1 receptor (Homo sapiens), P43220; HEK293 GLP-1R CRE-luciferase, luminescence, 24 h; GLP-1R form is constitutively active; Potency, µM (titrated, usually from 38.3 µM), without a hit: at the highest dose activity change, negative = inhibition, hits mostly inhibitors; also: potency is read from the fitted curve at half-maximal effect; % is scaled to controls: 0 for no effect and ±100 for the full control effect; nearly all actives have a fitted effect of over 55% in size
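Readout was luciferase luminescence, measured 12 min after detection reagent at room temperature. Beforehand, GLP-1R reporter HEK293 cells had sat 12 h, then received compounds for 24 hr at 37 deg C.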
KB-V1 MDR tox – qHTS assay for MDR1-selective chemotherapeutics: Primary screen using the drug-selected MDR subline cells KB-V1; KB-V1 MDR cells viability, CellTiter-Glo, 72 h; Potency, µM (titrated, usually from 46.1 µM), for the others: at the highest dose activity change, negative = cytotoxicity, hits mostly cytotoxic; 3.4% of 400,000 active; AID 1347076, 2019; also: potency is read from the fitted curve at half-maximal effect; % is scaled to controls: 0 for no effect and ±100 for the full control effect; nearly all actives have a fitted effect of over 60% in size
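Compound-treated KB-V1 multidrug-resistant cells, 72 h, 37 degrees C; viability by CellTiter-Glo. Fitted qHTS curves give the values.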
D3 antag – qHTS of D3 Dopamine Receptor Antagonist: qHTS; D3R cells, DiscoveRx beta-arrestin luminescence, antagonist mode; active compounds read low; 2.5% of 360,000 active; max response, negative = inhibition, %; D(3) dopamine receptor (Homo sapiens), P35462; in the data active = max response below about -50%; inconclusive = no clear call, values can overlap the other calls; also: % is scaled to controls: 0 for no effect and ±100 for the full control effect; mostly tested at two doses, the higher about 12 µM
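Cells plated overnight at 1500 cells/well, then exposed to library compounds with dopamine controls for 90 minutes at 37 degrees C. DiscoveRx reagent added for 30–60 minutes at room temperature; luminescence read, quantitative HTS format.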
aSyn rescue – qHTS of alpha-syn Inhibitors; Yeast expressing alpha-synuclein, growth rescue, BacTiter-Glo, 24 h; Potency, µM (series often up to 46.1 µM), for the others: top-dose growth rescue (activation), actives largely listed as activators; 0.14% of 370,000 active; also: potency is read from the fitted curve at half-maximal effect; % of control where 0% means no effect; nearly all actives have a fitted effect of over 65% in size
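Readout is rescue of growth in alpha-synuclein-expressing yeast, so inhibitors of toxicity appear as activators. Growth after 24 hr at 30 deg C in galactose medium is quantified by luminescence.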
PTHR1 ag – qHTS for PTHR1 Agonists: Primary Screen. Parathyroid hormone/parathyroid hormone-related peptide receptor (Homo sapiens), Q03431. Potency, µM (titrated, usually from 115 µM), for inactives: top-dose activation, hits mostly activators. 0.075% of 410,000 active. HEK293 GP2 PTHR1 cells, GloSensor cAMP luminescence, 1 h; also: potency is read from the fitted curve at half-maximal effect; nearly all actives have a fitted effect of over 55% in size; some results filed as inactive show a strong effect at the top dose; inactives centre near -15; many of its hits are not listed in these tables
Target sequence (Q03431 whole entry, looked up): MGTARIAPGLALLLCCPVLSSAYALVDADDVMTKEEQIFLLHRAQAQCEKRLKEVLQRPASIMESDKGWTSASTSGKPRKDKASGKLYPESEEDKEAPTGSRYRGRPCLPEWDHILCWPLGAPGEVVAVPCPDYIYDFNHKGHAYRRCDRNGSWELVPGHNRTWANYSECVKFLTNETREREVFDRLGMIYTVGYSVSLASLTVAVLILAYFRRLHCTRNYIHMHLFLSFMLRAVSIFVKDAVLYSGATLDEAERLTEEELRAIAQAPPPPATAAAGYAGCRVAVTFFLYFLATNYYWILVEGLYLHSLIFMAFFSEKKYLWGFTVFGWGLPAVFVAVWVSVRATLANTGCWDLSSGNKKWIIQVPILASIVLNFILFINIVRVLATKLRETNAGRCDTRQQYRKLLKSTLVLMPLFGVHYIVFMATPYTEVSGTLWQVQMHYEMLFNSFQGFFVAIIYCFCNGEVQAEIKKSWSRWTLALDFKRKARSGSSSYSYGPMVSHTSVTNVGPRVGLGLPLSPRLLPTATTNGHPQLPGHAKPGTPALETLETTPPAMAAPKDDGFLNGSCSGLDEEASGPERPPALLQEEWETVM
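HEK-293-derived GP2 cells expressing PTHR1 and a GloSensor cAMP reporter, 3,000/well, plated overnight, given luciferin plus IBMX (each 0.5 mM as added) for 1 h at 37 °C, then compound for 1 h at 37 °C. Luminescence was read after 15 min at room temperature.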
D3 ag – qHTS of D3 Dopamine Receptor Agonist: qHTS | max activation, % | D3R DiscoveRx beta-arrestin cells, luminescence, 90 min | AID 652048, 2013 | 0.58% of 410,000 active; in the data active = max activation above about 30%; also: 0% is about no effect; mostly tested at two doses, the higher about 12 µM
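Agonist mode: compounds and dopamine controls were applied to plated cells for 90 min at 37 degrees C after an overnight attachment at 1500 cells/well. Luminescent read-out followed 30 - 60 minutes at room temperature with DiscoveRx detection reagent.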
TDP43 rescue – qHTS of TDP-43 Inhibitors | Potency, µM (top dose mostly 46.1 µM), for inactives: at the top dose growth rescue (activation), usual class: activators | 1.8% of 410,000 active | TDP-43 expressing yeast growth rescue, BacTiter-Glo, 24 h; also: potency is read from the fitted curve at half-maximal effect; % of control where 0% means no effect; nearly all actives have a fitted effect of over 50% in size
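Cell-based yeast growth screen: TDP-43 expression induced in galactose, inoculum OD600=0.02 after raffinose pregrowth to mid-log. Read-out BacTiter-Glo luminescence at 24 hr, 30 deg C; inhibition of toxicity seen as signal increase.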
Active calls of the source: *; i = inactive; ? = inconclusive; . = not tested or not shown; [ ] = dose if it differs, or a comment. Unless noted, calls follow the shape of the dose curve; as a rule, active = well fitted curve in the direction sought with a large enough effect; inconclusive = small, poorly fitted or top-dose-only effect, or another doubt; inactive = no such curve, though single readings can be large; an effect the other way counts as inactive or inconclusive. Only part of the results is shown (hit frequency here may not be typical).

#1 O=C(Nc1cc(C(F)(F)F)ccc1-n1cncn1)c1ccc(Br)cc1
#2 CCOC(=O)c1sc2ncn(/N=C/N(C)C)c(=O)c2c1C
#3 O=C(Nc1ccc(Cl)cc1)C1CC=CCC1C(=O)OCC(F)(F)C(F)F (stereo not given)
#4 CC1CC(=O)N(Cc2ccccc2)c2ccccc2N1C=O (stereo not given)
#5 O=C(O)CCCn1cc(NC(=O)COc2cccc(Cl)c2)cn1
#6 CC(C)c1cn(CC[C@@H]2CC[C@H](NS(=O)(=O)c3ccc(F)cc3)[C@@H](CO)O2)nn1

Screen / compound no.	1	2	3	4	5	6
GLP1R ag	8%	-2%	4%	-12%	-7%	.
HEK293 tox	6%	-16%	-12%	3%	2%	-11%
GLP1R inv ag	29%	-2%	1%	0%	?	25%
KB-V1 MDR tox	?	?	11%	3%	-2%	11%
D3 antag	22	12	-8	17	-26	1
aSyn rescue	7%	9%	0%	-2%	-5%	-3%
PTHR1 ag	11%[57.5 µM]	-6%[57.5 µM]	i	i	28%	i
D3 ag	-1	-7	10	4	-22	0
TDP43 rescue	?	-1%	?	18%	-30%	26%

#7 Cc1cc2nc(/N=C(\N)NC(=O)C(C)C)nc(C)c2cc1C
#8 CC(=O)Nc1ccc(S(=O)(=O)Nc2ccc(Cc3ccncc3)cc2)cc1
#9 O=C(CCNS(=O)(=O)c1ccccc1)OCc1nc2ccsc2c(=O)[nH]1
#10 COc1ccc(C(=O)O)cc1S(=O)(=O)N(C)CCc1cccnc1
#11 COc1ccc2c(c1)c(=O)c(C(=O)c1ccccc1)cn2Cc1ccccc1
#12 Cc1c(C(=O)O)oc2c1ccc1ccccc12

Screen / compound no.	7	8	9	10	11	12
GLP1R ag	-1%	9%	-5%	4%	5%	-4%
HEK293 tox	-12%	9%	-5%	0%	?	-7%
GLP1R inv ag	1%	3%	1%	-10%	?	1%
KB-V1 MDR tox	-3%	-6%	-1%	9%	-3%	22%
D3 antag	7	-18	17	34	17	-27
aSyn rescue	1%	-1%	-9%	-13%	-3%	-10%
PTHR1 ag	12%	-34%[inhibitor]	-5%	i	-31%[inhibitor]	i
D3 ag	6	6	1	1	-4	2
TDP43 rescue	17%	-26%	11%	-8%	-1%	7%

#13 COc1ccc2cc(-c3ccccc3)c(=O)oc2c1
#14 CCOC(=O)Cn1cc(C=O)c2ccccc21
#15 CC(OC(=O)C1CCN(S(=O)(=O)c2ccc(C(C)(C)C)cc2)CC1)C(=O)N(C)C1CCCCC1 (stereo not given)
#16 CSCCC(NC(=O)c1ccccc1Cl)C(=O)NCCOc1ccccc1 (stereo not given)
#17 CSCCCNC(=S)N1CCN(c2ccc(C(C)=O)cc2)CC1
#18 CC(C)CNC1=C(C(=S)Nc2ccccc2)C(=O)CC(C)(C)C1

Screen / compound no.	13	14	15	16	17	18
GLP1R ag	1%	-11%	-6%	1%	7%	18%
HEK293 tox	2%	7%	-3%	4%	15%	56%[activator]
GLP1R inv ag	15%	7%	?	-7%	1%	4µM*
KB-V1 MDR tox	0%	12%	7%	-14%	?	?
D3 antag	-7	0	-20	-10	3	-9
aSyn rescue	3%	.	13%	-11%	-3%	-4%
PTHR1 ag	-95%[inhibitor]	i	-86%[inhibitor]	?	-41%[inhibitor]	-22%
D3 ag	2	-3	-8	-9	1	-8
TDP43 rescue	-21%	-17%	-7%	-4%	?	-15%

#19 Cc1ccccc1NC(=O)CC1c2ccccc2CC(C)(C)N1C (stereo not given)
#20 Cc1ccc(-c2nnc(SCC(=O)Nc3ccc(S(=O)(=O)N4CCCCCC4)cc3)o2)cc1
#21 CCCn1c(N)c(C(=O)CSc2nnc(-c3cccnc3)n2-c2ccc(C)cc2C)c(=O)[nH]c1=O
#22 CCCc1ccc(OC(=O)c2cccs2)cc1
#23 COc1cc2nc3n(c(=O)c2cc1OC)-c1cc2ccccc2cc1C(=O)NC3CC(C)C (stereo not given)
#24 Cc1ccc(S(=O)(=O)Nc2cc(=O)[nH]c(SCC(=O)Nc3cccc(C)c3)n2)cc1

Screen / compound no.	19	20	21	22	23	24
GLP1R ag	-3%	-7%	-4%	-7%	-7%	-6%
HEK293 tox	0%	7%	7%	2%	-20%	15%
GLP1R inv ag	-3%	0%	7%	7%	?	-9%
KB-V1 MDR tox	-4%	-9%	-1%	9%	?	-15%
D3 antag	?	21	19	9	9	21
aSyn rescue	-3%	3%	2%	-9%	8%	0%
PTHR1 ag	i	-10%	i	-7%	-16%	i
D3 ag	-21	1	4	0	5	11
TDP43 rescue	1%	-20%	12%	-25%	16%	9%

#25 CC(Sc1nc2ccccc2c(=O)n1Cc1ccco1)C(=O)c1ccccc1 (stereo not given)
#26 O=C(Oc1coc(CSc2nnc(NC(=O)C3CC3)s2)cc1=O)c1c(F)cccc1F
#27 COc1ccccc1-n1cnnc1SCC(=O)Nc1nc(C)c(Cl)cc1Cl
#28 O=C(Cc1ccc(-n2cccc2)cc1)N1CCN(c2ccccc2F)CC1
#29 CCn1nc(C)c(/C=N/NC(=O)CSc2ccccn2)c1C
#30 Cc1ccc(NC(=O)CN2CCCCCC2)cc1[N+](=O)[O-]

Screen / compound no.	25	26	27	28	29	30
GLP1R ag	-3%	1%	3%	-1%	16%	6%
HEK293 tox	8%	-3%	2%	0%	-3%	1%
GLP1R inv ag	0%	-19%	0%	0%	39%	36%[activator]
KB-V1 MDR tox	22%	2%	-5%	-1%	5%	-29%
D3 antag	-10	6	43	0	11	7
aSyn rescue	-31%[inhibitor]	-4%	1%	0%	-1%	-4%
PTHR1 ag	i	i	i	-10%	i	-11%
D3 ag	-14	6	-3	-6	5	1
TDP43 rescue	-14%	-12%	-6%	18µM*	-29%	19%

Grouped by structure: the compounds so far containing an NH in an aromatic ring.
#9 O=C(CCNS(=O)(=O)c1ccccc1)OCc1nc2ccsc2c(=O)[nH]1
#21 CCCn1c(N)c(C(=O)CSc2nnc(-c3cccnc3)n2-c2ccc(C)cc2C)c(=O)[nH]c1=O
#24 Cc1ccc(S(=O)(=O)Nc2cc(=O)[nH]c(SCC(=O)Nc3cccc(C)c3)n2)cc1

Screen / compound no.	9	21	24
GLP1R ag	-5%	-4%	-6%
HEK293 tox	-5%	7%	15%
GLP1R inv ag	1%	7%	-9%
KB-V1 MDR tox	-1%	-1%	-15%
D3 antag	17	19	21
aSyn rescue	-9%	2%	0%
PTHR1 ag	-5%	i	i
D3 ag	1	4	11
TDP43 rescue	11%	12%	9%

Continued.
#31 COc1ccccc1NS(=O)(=O)c1ccc(/C=C/C(=O)N2CCN(C(C)=O)CC2)cc1
#32 COc1ccc(NC(=O)N2CCN(c3ccc([N+](=O)[O-])cc3)CC2)cc1
#33 O=C(NCC1CCCO1)c1cccc(NC(=O)c2ccco2)c1 (stereo not given)
#34 O=C(NCC(=O)N(c1cccnc1)C(C(=O)NC1CCCCC1)c1cccnc1)c1ccco1 (stereo not given)
#35 Cc1ccc(C2(CCNS(=O)(=O)c3ccc(C)cc3)CCOC(C(C)C)C2)cc1 (stereo not given)
#36 Cc1ccc(S(=O)(=O)C2(C(=O)Nc3ccc(Cl)c(C(F)(F)F)c3)CC2)cc1

Screen / compound no.	31	32	33	34	35	36
GLP1R ag	0%	6%	-9%	-1%	0%	.
HEK293 tox	2%	-14%	14%	-4%	-15%	1%
GLP1R inv ag	-3%	9%	-9%	1%	?	?
KB-V1 MDR tox	-10%	4%	-2%	15%	3.7µM*	-4%
D3 antag	3	-18	6	5	9	.
aSyn rescue	?	-9%	1%	-1%	23%	.
PTHR1 ag	i	i	i	i	-10%	-4%
D3 ag	6	1	-2	0	7	3
TDP43 rescue	-5%	-17%	17%	8%	7%	0%

Compound profiles, from the list above. Order of screens: GLP1R ag | HEK293 tox | GLP1R inv ag | KB-V1 MDR tox | D3 antag | aSyn rescue | PTHR1 ag | D3 ag | TDP43 rescue
COc1ccc(NC(=O)N2CCN(c3ccc([N+](=O)[O-])cc3)CC2)cc1 reads 6% | -14% | 9% | 4% | -18 | -9% | i | 1 | -17%
Cc1ccc(S(=O)(=O)C2(C(=O)Nc3ccc(Cl)c(C(F)(F)F)c3)CC2)cc1 reads . | 1% | ? | -4% | . | . | -4% | 3 | 0%

Carrying on.
#37 COCCNc1ccc2cc(S(=O)(=O)N3CCCCC3)ccc2n1
#38 COc1ccc(CC(=O)Oc2ccccc2C)cc1S(=O)(=O)N1CCOCC1
#39 CCOc1ccc2oc(C(=O)NNC(=O)c3ccccc3O)c(C)c2c1
#40 CC(C)(C)CC(=O)Nc1ccc(S(=O)(=O)NC2=NCCCCC2)cc1
#41 CCN(c1ccc(OC)cc1)S(=O)(=O)c1ccc(-c2cc(C)no2)s1
#42 CC(=O)N1CCN(C(=O)CC2OC(=O)c3ccccc32)CC1 (stereo not given)

Screen / compound no.	37	38	39	40	41	42
GLP1R ag	.	-4%	0%	-5%	20%	5%
HEK293 tox	6%	-5%	8%	0%	-47%	-11%
GLP1R inv ag	7%	8%	-8%	-10%	7.9µM*	15%
KB-V1 MDR tox	-15%	?	?	27%	-19%	-7%
D3 antag	.	-6	11	22	-3	5
aSyn rescue	.	-4%	-3%	-1%	24%	-9%
PTHR1 ag	-52%[inhibitor]	i	-6%	-8%	-8%	i
D3 ag	2	-8	12	5	-6	-2
TDP43 rescue	10%	-16%	-1%	8%	24%	-24%

Source: PubChem
